Compound activity from PubChem BioAssay.
NCF1 inh – p47phox/p22phox peptide binding inhibitors, primary screen, biochemical, uHTS, NADPH oxidase regulatory subunit; actives 0.53% (n = 220,000); fluorescence polarization, 2 h; inhibition, % at 24.7 µM; Neutrophil cytosol factor 1 (Homo sapiens), P14598;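 active = inhibition above about 30%, limit read from the data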;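 also: 0% = p47phox with labelled peptide and 100% = labelled peptide alone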
Target sequence (P14598 whole entry, looked up): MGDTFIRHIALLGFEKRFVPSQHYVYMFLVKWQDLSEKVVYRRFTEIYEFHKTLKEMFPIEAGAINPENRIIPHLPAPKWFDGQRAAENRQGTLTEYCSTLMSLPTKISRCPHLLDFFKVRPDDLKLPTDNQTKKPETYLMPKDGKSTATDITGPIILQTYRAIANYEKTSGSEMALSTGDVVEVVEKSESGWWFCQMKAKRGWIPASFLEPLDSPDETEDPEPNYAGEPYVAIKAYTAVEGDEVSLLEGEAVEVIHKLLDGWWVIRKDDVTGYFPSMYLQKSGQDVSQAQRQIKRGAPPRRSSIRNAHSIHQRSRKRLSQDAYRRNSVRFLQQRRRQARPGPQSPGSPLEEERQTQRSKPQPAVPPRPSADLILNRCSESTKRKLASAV
NPY Y1 blocker – NPY-Y1 receptor antagonists, primary screen, cell-based; HEK293-CNG Y1 cells, membrane potential fluorescence; NPY at EC95, then isoproterenol; inhibition, % at 3.6 µM; actives 1% (n = 200,000); AID 1040, 2008;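 active = inhibition above the campaign mean inhibition of all tested compounds plus 3 SD, cut at about 20% in these data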;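 also: 0% = DMSO wells given NPY plus isoproterenol and 100% = isoproterenol alone without NPY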
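Material: HEK293 Y1/CNG channel cell line; also added: NPY (25 nM), isoproterenol (1 µM), Ro 20-1724 (25 µM); doses: one concentration, 3.6 µM, in 0.4% DMSO; schedule: compound incubation 1 h at room temperature, readout 45 min post-stimulation; technique: membrane potential fluorescence; measure: fluorescence ratio normalized to % inhibition between controls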
CHOP inhibitor – inhibitors of CHOP promoter induction, primary screen, cell-based, unfolded protein response, luciferase reporter; AID 2732, 2010; inhibition, % at 10 µM; actives 3.8% (n = 220,000); CHO-K1 CHOP-promoter luciferase, tunicamycin-induced, 15-18 h;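 active = compounds that reduced the stress-induced luciferase reporter signal by more than about 70% of percent inhibition, limit read from the data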;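 also: 0% = tunicamycin plus vehicle and 100% = wells without tunicamycin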
S1P4 ag – S1P4 receptor agonists, primary screen, cell-based. S1P4-expressing cell line, agonist reporter assay. activation, % at 4.98 µM. actives 0.35% (n = 220,000). AID 1509, 2009; in the data active = activation above about 11%;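 also: 0% = DMSO vehicle and 100% = reference agonist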
Target sequence (O95977 whole entry, looked up): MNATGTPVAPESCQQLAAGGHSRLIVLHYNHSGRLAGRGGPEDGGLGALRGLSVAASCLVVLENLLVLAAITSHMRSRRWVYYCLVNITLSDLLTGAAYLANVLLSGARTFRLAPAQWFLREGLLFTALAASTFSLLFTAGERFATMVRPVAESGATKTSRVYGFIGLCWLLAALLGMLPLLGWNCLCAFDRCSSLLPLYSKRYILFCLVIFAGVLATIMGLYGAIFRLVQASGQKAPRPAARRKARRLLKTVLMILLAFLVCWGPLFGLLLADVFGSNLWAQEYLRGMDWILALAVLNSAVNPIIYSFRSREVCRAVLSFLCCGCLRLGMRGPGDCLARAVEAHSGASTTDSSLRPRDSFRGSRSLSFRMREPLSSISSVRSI
S1P4 antagonist – S1P4 receptor antagonists, primary screen, cell-based. S1P4-expressing cells, antagonist mode, reporter read-out. inhibition, % at 4.98 µM. Sphingosine 1-phosphate receptor 4 (Homo sapiens), O95977. actives 0.26% (n = 220,000); in the data active = inhibition above about 29%;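 also: 0% = wells stimulated with agonist and 100% = vehicle wells without agonist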
BaF3 tox – parental Ba/F3 cell viability inhibition, counter-screen for JAK2V617F inhibitor project, murine pro-B, CellTiter-Glo luminescence; CellTiter-Glo ATP luminescence; inhibition, % at 5.6 µM; actives 1.1% (n = 220,000);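 active = inhibition above a per-campaign cutoff, the mean inhibition of all tested compounds plus 3 SD, cut at about 27% in these data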;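 also: 0% = DMSO wells and 100% = JAK Inhibitor I control wells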
NPY1 pot ag – NPY-Y1 receptor potentiators or agonists, primary screen, cell-based. Neuropeptide Y receptor type 1 (Homo sapiens), P25929. NPY-Y1 expressing cells, potentiator/agonist activation. activation, % at 3.6 µM. actives 0.37% (n = 220,000); in the data active = activation above about 33%, passing the limit was not always enough;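 also: cells stimulated with NPY at EC10 then isoproterenol at EC100; 0% = low agonist plus stimulus and 100% = saturating agonist plus stimulus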
Ba/F3 V617F tox – reduced viability of JAK2V617F-dependent Ba/F3 cells, primary screen, JAK2V617F inhibitor project, cell-based, Ba/F3 EpoR-JAK2V617F, luminescence | ATP luminescence | inhibition, % at 5.6 µM | actives 1.1% (n = 220,000);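 active = inhibition above the campaign mean plus 3 SD over all tested compounds, cut at about 24% in these data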;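 also: cytokine-independent growth of Ba/F3 cells driven by EpoR plus mutant JAK2; 0% = DMSO-treated cells and 100% = JAK inhibitor I control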
NPY-Y2 PAM-ag – NPY-Y2 potentiators or agonists, primary screen, cell-based; actives 0.45% (n = 220,000); cells expressing NPY-Y2, potentiator/agonist read-out; activation, % at 3.6 µM; in the data active = activation above about 27%;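 also: cells stimulated with NPY near EC25 plus isoproterenol at EC100; 0% = vehicle plus submaximal agonist and 100% = vehicle plus saturating agonist; some results beyond the cut were filed as inactive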
An asterisk follows results filed as active; nt = no result given.

structure	NCF1 inh	NPY Y1 blocker	CHOP inhibitor	S1P4 ag	S1P4 antagonist	BaF3 tox	NPY1 pot ag	Ba/F3 V617F tox	NPY-Y2 PAM-ag
Cc1ccc(C(=O)Oc2cccnc2)cc1[N+](=O)[O-]	-3.6	-0.3	4.4	0.2	-14.1	2.6	-19.6	-1.5	-2.7
O=C(O)c1ccccc1Sc1c([N+](=O)[O-])cc(C(F)(F)F)cc1[N+](=O)[O-]	-3.0	5.6	41.7	0.1	-14.1	4.6	5.7	-3.5	3.0
CC(=O)N1N=C(c2ccc(Br)cc2)CC1c1cn(C)c2ccccc12 (stereo not given)	-31.7	3.7	63.1	-0.4	-14.9	6.5	11.6	-2.0	-10.8
COc1ccc(/C=C/C(=O)Nc2c(C)nn(C)c2C)cc1COc1ccc(Br)cc1	-7.0	10.4	105.4*	-2.5	-3.4	2.7	-22.4	0.2	-3.3
O=C(Cc1cccs1)NCCCc1ccccc1	-12.6	9.2	2.9	0.5	-2.8	7.6	12.4	-1.1	13.2
Fc1cccc(/C=N/NC(=S)Nc2ccccc2Cl)c1	-7.1	4.1	103.9*	0.1	-5.2	5.8	-4.3	-3.9	13.5
CC(=O)NCCCc1nc2ccccc2n1Cc1ccccc1C	-10.3	-0.7	-5.9	-0.7	-14.5	-0.5	-13.4	-3.4	-3.1
CC1=C(C(=O)N(C)C)C(c2ccc(N3CCOCC3)cc2)NC(=O)N1 (stereo not given)	-14.9	-2.8	24.1	1.4	-7.7	4.7	-2.4	-0.7	7.5
CC(C)(C)c1ccc(OCCNC(=S)NC(=O)c2cccnc2)cc1	-13.9	2.2	55.2	0.0	-9.5	5.3	-3.7	-1.0	-10.5
Cc1nc2ccccc2nc1OCC(=O)Nc1ccccc1	3.3	-0.5	13.8	0.0	7.4	6.0	11.7	3.4	4.9
CCCn1c(=O)[nH]c(=O)c2c1nc(-c1cccs1)n2CCOC	-8.9	4.9	17.7	-0.4	0.5	-2.6	3.4	0.9	5.7
O=C(NNc1cccc(Cl)n1)Nc1ccccc1Cl	-9.3	-1.1	33.6	-1.6	-8.3	1.3	20.3	-0.6	-0.6

Three structures from above, sorted by molecular weight, smallest number first.
structure	NCF1 inh	NPY Y1 blocker	CHOP inhibitor	S1P4 ag	S1P4 antagonist	BaF3 tox	NPY1 pot ag	Ba/F3 V617F tox	NPY-Y2 PAM-ag
Cc1ccc(C(=O)Oc2cccnc2)cc1[N+](=O)[O-]	-3.6	-0.3	4.4	0.2	-14.1	2.6	-19.6	-1.5	-2.7
CCCn1c(=O)[nH]c(=O)c2c1nc(-c1cccs1)n2CCOC	-8.9	4.9	17.7	-0.4	0.5	-2.6	3.4	0.9	5.7
COc1ccc(/C=C/C(=O)Nc2c(C)nn(C)c2C)cc1COc1ccc(Br)cc1	-7.0	10.4	105.4*	-2.5	-3.4	2.7	-22.4	0.2	-3.3

(listing goes on)
structure	NCF1 inh	NPY Y1 blocker	CHOP inhibitor	S1P4 ag	S1P4 antagonist	BaF3 tox	NPY1 pot ag	Ba/F3 V617F tox	NPY-Y2 PAM-ag
Cn1c(NC(=O)c2ccc(Br)o2)cc(=O)n(C)c1=O	-0.6	-10.6	18.8	-0.2	-8.5	-1.7	-0.8	-4.0	5.2
CC1(C)CC(=O)C(CC2=C(O)CC(C)(C)CC2=O)C(=O)C1	6.5	0.8	6.5	0.0	-10.4	2.2	9.8	-3.5	4.7
O=C(NC1(C(F)(F)F)N=C2SCCN2C1=O)c1cccnc1 (stereo not given)	0.9	-0.7	6.7	0.5	-2.6	5.5	-7.1	1.3	0.3
COc1ccc(NCC(=O)N/N=C/c2cc([N+](=O)[O-])ccc2N2CCCC2)cc1	-4.8	0.7	0.5	-0.8	3.8	1.3	10.0	-1.4	4.4
CC(=N\O)/C(CN(C)C)=N/O	-7.4	1.7	28.8	-1.7	7.9	-0.2	-2.2	-1.3	-1.3
Cc1ccsc1C1CC(=O)OC2=C1C(=O)CC(C)(C)C2 (stereo not given)	1.3	7.3	-27.5	0.2	-11.5	9.2	-6.1	9.8	-12.5
Cc1nn(C(=O)c2cccs2)c(C)c1CN1C(=O)c2ccccc2C1=O	-13.1	-0.3	81.0*	-2.4	-4.4	4.8	-17.5	-3.3	-7.1
C=CCOC(=O)C1=C[C@H](c2ccc(Br)cc2)[C@@H](CCCO)[C@H](OCC)O1	nt	0.9	-37.5	-0.6	-4.8	-4.1	21.1	-1.1	4.8
COc1ccccc1Nc1ccc(S(=O)(=O)N2CCCCC2)cc1[N+](=O)[O-]	-5.7	4.9	50.7	-0.8	-20.1	6.0	0.0	-1.7	7.2
Cc1ccc(-c2ccc(/C=N/O)o2)cc1[N+](=O)[O-]	-8.6	-1.2	17.1	-0.3	-14.3	2.0	-6.5	2.4	11.2
O=C(N/N=C1\CCCc2ccccc21)c1cccc(Br)c1	-4.8	9.9	-26.0	1.8	7.8	-2.5	5.0	-2.0	-3.3
Cc1cccc(C(=O)OCc2cncs2)c1	-3.1	2.4	0.9	-1.9	-5.5	4.7	-8.0	3.6	-20.2
N/C(=N\OC(=O)c1ccc(Cl)cc1Cl)c1ccccn1	-0.2	-5.5	79.2*	-1.6	20.6	22.1	-1.1	14.3	-9.2
O=c1c(Cc2c(F)cccc2Cl)c(O)ccn1CC1CCCO1 (stereo not given)	-8.0	-1.5	-8.9	-0.3	9.1	2.6	13.4	0.1	7.6
CCOC(=O)c1sc(NC(=O)/C=C/c2cnn(C)c2C)c(C(=O)OC(C)C)c1C	-10.6	9.4	55.0	0.3	-5.3	4.5	13.0	-4.2	11.0
O=C(Nc1ccccc1N1CCCC1)c1ccc2c(c1)OCO2	-12.7	0.2	23.5	-0.3	-15.2	7.0	3.9	-0.6	0.1
C/C(CC(=O)Nc1ccc(C)c(Cl)c1)=N\NC(=O)Cc1cnc(N)s1	-11.1	-3.0	15.3	1.8	-1.4	1.6	2.6	-5.5	-2.1
CC(C)c1nnc(NC(=O)CCS(=O)(=O)c2nc(-c3cccs3)cc(C(F)(F)F)n2)s1	-7.4	9.3	107.7*	-1.8	50.0*	3.2	-8.1	0.5	-6.1
COc1cc(C=C2C(=O)c3ccccc3C2=O)ccc1O	-14.4	nt	8.0	2.3	2.5	2.6	6.6	1.3	4.7
OCCCc1nc2ccccc2n1CCc1ccccc1	-8.1	8.2	9.2	2.7	2.9	3.6	-1.0	-1.2	-3.7
COc1ccccc1NC(=O)Cn1cnc2sc(C(=O)NCc3ccco3)c(C)c2c1=O	-9.9	1.8	6.7	0.1	3.1	0.1	-7.4	-3.7	-8.6
COCCN(C(=O)CSc1nnc(-c2cccc(C)c2)n1C)c1c(N)n(Cc2ccccc2)c(=O)[nH]c1=O	-2.0	-1.6	10.7	2.6	5.8	6.1	-1.3	0.9	-3.2
Cc1ccc(S(=O)(=O)Cc2ccc(C(=O)NCCCN3CCN(C)CC3)o2)cc1	-15.6	-3.3	7.7	-1.2	-0.7	8.5	-11.0	2.8	-16.1
Brc1cccc(Cn2c(-c3cncs3)nc3ccccc32)c1	3.2	12.6	30.6	-0.1	-12.4	8.5	-21.8	-1.1	-13.4
Cc1ccc(S(=O)(=O)N2CCN(CC(=O)N/N=C/c3ccc(Br)s3)CC2)cc1	-11.7	-0.4	33.5	2.1	-16.8	-1.0	-5.4	-4.9	-0.2
COc1cccc(C2CC(=O)Nc3cc4c(cc32)OCCO4)c1OC(C)C (stereo not given)	-39.0	2.3	28.4	-0.6	-6.8	0.9	7.8	-0.6	15.8
O=C(c1cccc(C(F)(F)F)c1)N1CCOC12CCN(c1ncc(C(F)(F)F)cc1Cl)CC2	-6.6	0.7	32.7	-1.4	9.0	5.9	-24.8	-0.7	0.0
Cc1nc(NC(=O)c2ccc(F)cc2)sc1C(=O)Nc1ccc2c(c1)CCC2	-13.1	1.0	81.6*	-0.9	-10.5	-0.8	12.3	-3.6	2.0
O=C(COC(=O)c1ccco1)NCC1CCCO1 (stereo not given)	-12.7	-0.3	6.0	-0.7	-6.3	4.1	-24.7	2.5	-9.3
COc1ccc(S(=O)(=O)N2CC3CCCN3c3ccc(C(F)(F)F)cc32)cc1 (stereo not given)	-16.0	-2.8	68.9	0.7	-6.0	0.0	20.6	0.2	5.3
CC(C)CNC(=O)c1cccc(NC(=O)C(C)C)c1	-10.0	2.1	3.1	0.9	-6.9	9.4	3.0	1.0	-4.5
O=C(Nc1nc2ccccc2n1CCN1CCOCC1)c1ccc(Cl)cc1	-11.8	nt	-15.0	-1.0	24.0	-1.3	-6.2	-2.6	-14.8
CCOC(=O)C(C)n1nc(/C=C/c2ccccc2)ccc1=O (stereo not given)	-1.8	3.6	14.6	-1.6	-19.5	3.2	11.0	-3.5	1.6
O=C(NCc1ccco1)c1cnc2sccn2c1=O	6.7	-4.0	33.5	-0.6	10.5	3.9	2.5	2.7	-3.6
COc1ccc(COc2cc(-c3cccc(OC)c3)nc3ccc(N)cc23)cc1	-14.3	10.9	-61.5	1.6	9.3	83.7*	-11.2	80.7*	-9.4
CC(C)CC(COCc1cccc(C(F)(F)F)c1)N1CCN(C(=O)c2cccc(C(F)(F)F)c2)CCC1=O (stereo not given)	-7.3	2.1	24.7	0.6	6.5	3.9	2.2	-2.7	3.1
N#Cc1c2n(c3c(=O)n(Cc4ccc(Cl)cc4)cnc13)CCCC2	-4.0	1.9	14.0	0.8	-13.7	1.4	-18.2	-2.7	-17.9
Cc1ccccc1C(=O)NNC(=O)CN1C(=O)c2ccccc2C1=O	-11.9	1.6	14.8	2.7	-5.1	6.7	4.1	-1.3	9.0
Cc1ccc(NC(NC(=O)OCCn2c([N+](=O)[O-])cnc2C)C(Cl)(Cl)Cl)cc1 (stereo not given)	-0.4	-0.6	-7.0	-0.4	-32.8	6.7	2.2	-0.6	1.6
Cc1noc(C)c1C(c1ccccc1)S(=O)(=O)c1ccccc1 (stereo not given)	1.8	1.7	19.0	-0.3	-0.2	6.6	6.6	3.1	-2.1
Cc1ccc(-c2nnc(SCC(=O)N/N=C/c3cccs3)n2-c2ccc(C)cc2)cc1	9.3	0.8	24.9	-0.7	-23.8	9.1	1.4	0.7	11.2
Cc1cc(/C=C2\NC(=O)NC2=O)c(C)n1-c1ccc(N2CCOCC2)cc1	-8.0	nt	-1.9	-2.0	13.4	1.1	13.9	-3.5	16.4
CCOC(=O)N1CCC(N(CCOC)C(=O)Nc2ccc(Cl)c(Cl)c2)CC1	-2.9	-1.0	64.1	-1.3	-8.1	7.6	21.1	-2.2	3.9
COc1ccc(OC)c(NC(=O)NC2(C(F)(F)F)Oc3ccccc3O2)c1	-7.4	-0.6	-9.6	1.6	-9.9	20.7	14.7	5.4	16.1
COc1ccccc1Nc1nc(N)nc(-c2oc3ccccc3c2C)n1	-7.3	5.5	55.7	0.2	-8.2	4.6	-10.8	1.1	11.0
O=S(=O)(Nc1ccc(N2CCCCC2)cc1)c1cccc2cccnc12	-10.4	-1.8	37.0	-2.0	-11.1	0.3	-2.9	-2.7	0.2
Cc1cccc(OCC(=O)Nc2ccccc2N2CCCCC2)c1	-10.7	8.3	34.0	-0.2	-3.3	3.3	-31.2	-1.4	0.7
